Source: PubChem BioAssay (several laboratories)
HIV peptide binding: cell-free HIV fusion peptide-binding blockers – biochemical, uHTS, fluorescence dequenching, primary screen (AID 1986); cell-free peptide binding, fluorescence dequenching, 30 min; higher % means a stronger effect; inhibition, % at 20 µM, or IC50 in µM where a hit was titrated; 0.3% of 290,000 active; in the data active means inhibition mostly above about 52%, no sharp cut-off; inactive means mostly below about 76%; further: some results filed as inactive read as strong as hits
K1F lysis inhibition: inhibition of K1F phage lysis, E. coli UTI89, bacterial capsule biogenesis inhibitors, alamar blue (AID 488966) | E. coli UTI89 K1F phage lysis, alamar blue, 2 h; higher % means a stronger effect | 0.02% of 340,000 active | inhibition, % at 100 µM, or IC50 in µM where a hit was titrated;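 active means phage lysis inhibition, versus mean bacterial control, above a set limit; inconclusive means no clear call, values can overlap the other calls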;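 further: capsule biogenesis inhibitors block K1F phage lysis so surviving cells raise fluorescence; higher fluorescence means more inhibition of phage lysis; actives were called in the ten point dose series up to 300 µM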
GPR55 activation: selective activators of receptor GPR55 – imaging, U2OS cells, beta-arrestin-GFP redistribution, primary screen (AID 1961); activation, % at 10 µM, or EC50 in µM where a hit was titrated; 0.048% of 290,000 active; U2OS GPR55 beta-arrestin-GFP redistribution imaging; higher % means a stronger effect;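 active means activation above 40% with more than 50 cells counted in the well; inconclusive means wells holding fewer than 50 cells, flagged as toxic or sparse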;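 further: U2OS osteosarcoma cells stably expressing GPR55 and beta-arrestin-GFP; plate controls were DMSO negative control for no effect and LPI positive control for full effect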
AID2073: inhibitors of Mint1-CaV2.2 protein interaction, biochemical, HTRF (AID 2073); HTRF protein-protein interaction, Mint1-CaV2.2; higher % means a stronger effect; one-dose inhibition, % at 20 µM; IC50 in µM for titrated hits; 0.19% of 290,000 active; in the data active means inhibition mostly above about 51%, no sharp cut-off; inconclusive means no clear call, values can overlap the other calls; inactive means mostly below about 53%; further: some results filed as inactive read as strong as hits
GPR55 LPI antagonism: inhibition of LPI-stimulated GPR55 beta-arrestin translocation – imaging, U2OS, beta-arrestin-GFP, LPI agonist, primary screen (AID 2013); inhibition, % at 10 µM, or IC50 in µM where a hit was titrated; 0.13% of 290,000 active; U2OS GPR55 beta-arrestin-GFP translocation imaging, LPI antagonism; higher % means a stronger effect;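 active means spots per cell inhibited over 60%, with over 100 cells counted and total cytoplasm intensity under 500,000; inconclusive means wells with under 100 cells, flagged as likely toxic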;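 further: U2OS cells stably carrying GPR55 and arrestin-GFP stimulated by 5 µM LPI near EC80; imaged beta-arrestin-GFP aggregate spots per cell after agonist stimulation; plate controls were LPI-stimulated DMSO wells for no effect and DMSO wells without LPI for full effect; some results filed as inactive read as strong as hits; confirmed hits need IC50 under 10 µM and bright autofluorescent wells are also inconclusive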
GPR35 arrestin U2OS: inhibition of zaprinast-stimulated GPR35 beta-arrestin translocation – imaging, U2OS, beta-arrestin-GFP, zaprinast agonist, primary screen (AID 2058); U2OS GPR35 beta-arrestin-GFP translocation imaging, zaprinast antagonism; higher % means a stronger effect; one-dose inhibition, % at 10 µM; IC50 in µM for titrated hits; 0.052% of 290,000 active;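 active means inhibition of at least 50% with at least 30 cells and total cytoplasm GFP at most 10,000,000; inconclusive means under 30 cells or total GFP of 10,000,000 plus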
Dengue-2 NS5 capping: Dengue-2 NS5 methyltransferase inhibitors, primary screen, biochemical, confirmation dose response (AID 588689). Dengue-2 NS5 methyltransferase capping enzyme assay, biochemical; higher % means a stronger effect. inhibition, % at 25 µM, or IC50 in µM where a hit was titrated. 0.3% of 340,000 active; in the data active means a potency from the dose series; inconclusive means inhibition above about 29% without an active follow-up result
Siah-1 displacement: Siah-1 peptide-binding antagonists, primary screen, biochemical, fluorescence polarization, rhodamine-plectin, uHTS (AID 1817). Siah-1 / rhodamine-plectin peptide fluorescence polarization; higher % means a stronger effect. one-dose displacement, % at 20 µM; IC50 in µM for titrated hits. 0.02% of 290,000 active;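 active means displacement of at least 50% at 20 µM, with a fluorescence ratio check between 0.3 and a set limit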;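 further: plate controls were Siah plus tracer with DMSO for no effect and tracer alone without Siah for full effect; strong numbers were not always called active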
NTR1 ag: agonists of NTR1, primary screen, imaging, U2OS cells, beta-arrestin-GFP, high content (AID 493036). P30989. NTR1-U2OS beta-arrestin-GFP spot imaging, agonist mode. activation, % at 20 µM. 0.17% of 330,000 active;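 active means activation at or above 40% of the spot to cytoplasm intensity ratio, with at least 20 cells analyzed; inconclusive means wells under 20 cells, flagged as cytotoxic or low count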;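 further: 0% = DMSO without peptide and 100% = 100 nM NTR1 peptide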
Target sequence (P30989 whole entry, looked up): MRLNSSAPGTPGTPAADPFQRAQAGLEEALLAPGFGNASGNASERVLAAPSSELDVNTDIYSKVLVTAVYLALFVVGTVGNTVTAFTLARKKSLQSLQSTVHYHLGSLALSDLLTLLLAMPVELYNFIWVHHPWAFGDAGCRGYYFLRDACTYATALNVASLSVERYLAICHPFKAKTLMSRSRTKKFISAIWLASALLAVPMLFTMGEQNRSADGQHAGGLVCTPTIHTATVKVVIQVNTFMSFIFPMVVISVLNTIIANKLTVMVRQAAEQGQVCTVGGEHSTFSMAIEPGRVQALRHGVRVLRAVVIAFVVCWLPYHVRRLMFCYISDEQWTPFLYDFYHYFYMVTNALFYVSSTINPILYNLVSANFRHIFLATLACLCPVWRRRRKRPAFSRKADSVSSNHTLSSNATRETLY
NTR1 ag cell count 20 µM: recorded beside NTR1 ag, whose call it bears; cell count; measured here: cell count, cytotoxicity flag
Numbers without * were called inactive; [ ] = another dose, or the depositor's remark.

Sample of the layout:
Screening CCCNC(=O)CC(NS(=O)(=O)c1ccc(NC(C)=O)cc1)C(C)C (stereo unspecified) returned HIV peptide binding -1.2%, K1F lysis inhibition 0.6%, GPR55 activation 1.5%, AID2073 -8%, GPR55 LPI antagonism 3%, GPR35 arrestin U2OS 0%, Dengue-2 NS5 capping 0%, Siah-1 displacement -7%, NTR1 ag -2.2 and NTR1 ag cell count 20 µM 62.
Screening CCOC(=O)C1=C(N)n2c(s/c(=C/c3ccccc3)c2=O)=C(C(=O)OCC)C1c1ccccc1 (stereo unspecified) returned HIV peptide binding -0.2%, GPR55 activation 0.7%, AID2073 -24%, GPR55 LPI antagonism 2%, GPR35 arrestin U2OS 8%, Siah-1 displacement -8%, NTR1 ag -0.1 and NTR1 ag cell count 20 µM 51.

All compounds of this part, repeating the preview:
Screening CCCNC(=O)CC(NS(=O)(=O)c1ccc(NC(C)=O)cc1)C(C)C (stereo unspecified) returned HIV peptide binding -1.2%, K1F lysis inhibition 0.6%, GPR55 activation 1.5%, AID2073 -8%, GPR55 LPI antagonism 3%, GPR35 arrestin U2OS 0%, Dengue-2 NS5 capping 0%, Siah-1 displacement -7%, NTR1 ag -2.2 and NTR1 ag cell count 20 µM 62.
Screening CCOC(=O)C1=C(N)n2c(s/c(=C/c3ccccc3)c2=O)=C(C(=O)OCC)C1c1ccccc1 (stereo unspecified) returned HIV peptide binding -0.2%, GPR55 activation 0.7%, AID2073 -24%, GPR55 LPI antagonism 2%, GPR35 arrestin U2OS 8%, Siah-1 displacement -8%, NTR1 ag -0.1 and NTR1 ag cell count 20 µM 51.
`COc1ccc(NC(=O)CSc2n[nH]c(-c3ccccn3)n2)cc1` gave HIV peptide binding -0.6%, K1F lysis inhibition 1.1%, GPR55 activation 0.5%, AID2073 -4%, GPR55 LPI antagonism 6%, GPR35 arrestin U2OS -13%, Dengue-2 NS5 capping -3%, Siah-1 displacement 10%, NTR1 ag 0.4 and NTR1 ag cell count 20 µM 48.
`CC1=C(C(=O)Nc2cccc(C(=O)NC(C)c3ccccc3)c2)SCCO1` (stereo unspecified) gave HIV peptide binding 0.3%, K1F lysis inhibition inconclusive, GPR55 activation -0.1%, AID2073 -5%, GPR55 LPI antagonism -7%, GPR35 arrestin U2OS -15%, Dengue-2 NS5 capping -4%, Siah-1 displacement -1%, NTR1 ag 0.5 and NTR1 ag cell count 20 µM 55.
Screening Cn1cccc1-c1cc(C(=O)N/N=C/c2cccc(O)c2)[nH]n1 returned HIV peptide binding 2.9%, K1F lysis inhibition -0.1%, GPR55 activation -0.2%, AID2073 -13%, GPR55 LPI antagonism -14%, GPR35 arrestin U2OS 3%, Dengue-2 NS5 capping -2%, Siah-1 displacement 0%, NTR1 ag -1.0 and NTR1 ag cell count 20 µM 48.
Cc1nc(SCCO)c([N+](=O)[O-])[nH]1 was read as HIV peptide binding 2.3%, K1F lysis inhibition -1.6%, GPR55 activation 0.3%, AID2073 -14%, GPR55 LPI antagonism -1%, GPR35 arrestin U2OS -3%, Dengue-2 NS5 capping 5%, Siah-1 displacement 14%, NTR1 ag -0.7 and NTR1 ag cell count 20 µM 39.
`O=C(O)CSc1cc(C(=O)c2ccccc2O)cn2c(=O)c3c(-c4ccccc4)csc3nc12` gave HIV peptide binding 60%*, K1F lysis inhibition -0.4%, GPR55 activation -0.2%, AID2073 64%, GPR55 LPI antagonism 11%, GPR35 arrestin U2OS -11%, Dengue-2 NS5 capping 36%, Siah-1 displacement 32%, NTR1 ag 4.8 and NTR1 ag cell count 20 µM 70.
`CCN1C(=O)NC2=C(C(=O)c3ccccc32)C1c1ccccc1F` (stereo unspecified) gave HIV peptide binding -0.4%, K1F lysis inhibition 4.4%, GPR55 activation 0.0%, AID2073 0%, GPR55 LPI antagonism -17%, GPR35 arrestin U2OS -4%, Dengue-2 NS5 capping -1%, Siah-1 displacement 2%, NTR1 ag -0.7 and NTR1 ag cell count 20 µM 66.
For Cc1ccc(CNC(=O)CNC(=O)c2ccco2)cc1 the results were HIV peptide binding 2.6%, K1F lysis inhibition 0.2%[50 µM], GPR55 activation -0.1%, AID2073 -7%, GPR55 LPI antagonism 8%, GPR35 arrestin U2OS 12%, Dengue-2 NS5 capping -5%, Siah-1 displacement 10%, NTR1 ag -0.5 and NTR1 ag cell count 20 µM 53.
Screening O=C(COc1cccc2ccccc12)NNC(=O)[C@@H]1CCCC[C@@H]1C(=O)O returned HIV peptide binding -2.0%, K1F lysis inhibition 0.1%, GPR55 activation -0.2%, AID2073 -1%, GPR55 LPI antagonism -1%, GPR35 arrestin U2OS 15%, Dengue-2 NS5 capping -5%, Siah-1 displacement -2%, NTR1 ag -0.7 and NTR1 ag cell count 20 µM 61.
For COc1ccc(NC(=O)c2cncc(Br)c2)c(S(=O)(=O)N2CCOCC2)c1 the results were HIV peptide binding 4.9%, K1F lysis inhibition 1.1%, GPR55 activation -0.1%, AID2073 5%, GPR55 LPI antagonism -7%, GPR35 arrestin U2OS -7%, Dengue-2 NS5 capping -9%, Siah-1 displacement 4%, NTR1 ag -1.3 and NTR1 ag cell count 20 µM 44.
Cc1ccc(C2C3=C(CCCC3=O)Nc3c2c(C)nn3-c2ccccn2)o1 (stereo unspecified) was read as HIV peptide binding 0.6%, GPR55 activation -0.3%, AID2073 5%, GPR55 LPI antagonism -10%, GPR35 arrestin U2OS 4%, Siah-1 displacement -6%, NTR1 ag -0.4 and NTR1 ag cell count 20 µM 48.
`O=C(NC(=S)Nc1nc(-c2ccc(Br)cc2)cs1)c1ccco1` gave HIV peptide binding 0.6%, K1F lysis inhibition -0.2%, GPR55 activation 0.2%, AID2073 29%, GPR55 LPI antagonism 9%, GPR35 arrestin U2OS -2%, Dengue-2 NS5 capping -3%, Siah-1 displacement -1%, NTR1 ag 11 and NTR1 ag cell count 20 µM 107.
`CC(C)OC(=O)c1ccc(N2CCN(c3ccccc3F)CC2)nc1` gave HIV peptide binding -0.2%, K1F lysis inhibition 0.0%, GPR55 activation 0.0%, AID2073 17%, GPR55 LPI antagonism 2%, GPR35 arrestin U2OS 0%, Dengue-2 NS5 capping 0%, Siah-1 displacement -1%, NTR1 ag 2.8 and NTR1 ag cell count 20 µM 106.
`CCOC(=O)N1CCN(C(=O)C(C)N(c2ccc(Oc3ccccc3)cc2)S(C)(=O)=O)CC1` (stereo unspecified) gave HIV peptide binding -0.7%, K1F lysis inhibition -0.5%, GPR55 activation -0.1%, AID2073 -1%, GPR55 LPI antagonism 9%, GPR35 arrestin U2OS 20%, Dengue-2 NS5 capping -1%, Siah-1 displacement -2%, NTR1 ag 3.9 and NTR1 ag cell count 20 µM 42.
`CCOC(=O)c1[nH]ncc1CN1CCN(Cc2ccccc2)C(CCO)C1` (stereo unspecified) gave HIV peptide binding 1.0%, K1F lysis inhibition -0.1%, GPR55 activation -0.2%, AID2073 3%, GPR55 LPI antagonism -1%, GPR35 arrestin U2OS 0%, Dengue-2 NS5 capping -2%, Siah-1 displacement 7%, NTR1 ag -2.1 and NTR1 ag cell count 20 µM 67.
`O=C(CCCn1c(SCC(=O)NCC2CCCO2)nc2ccccc2c1=O)NCC1CCCO1` (stereo unspecified) gave HIV peptide binding 1.2%, K1F lysis inhibition 0.2%, GPR55 activation -0.1%, AID2073 -2%, GPR55 LPI antagonism -4%, GPR35 arrestin U2OS 0%, Dengue-2 NS5 capping 4%, Siah-1 displacement 3%, NTR1 ag -1.7 and NTR1 ag cell count 20 µM 60.
`O=C1C2C3C=CC([C@@H]2C(=O)N1C1CCCCC1)[C@H]1C(=O)N(C2CCCCC2)C(=O)C31` (stereo partly specified) gave HIV peptide binding -0.1%, K1F lysis inhibition 1.7%, GPR55 activation 0.2%, AID2073 0%, GPR55 LPI antagonism 23%, GPR35 arrestin U2OS 7%, Dengue-2 NS5 capping -4%, Siah-1 displacement 0%, NTR1 ag 0.2 and NTR1 ag cell count 20 µM 79.
Screening Fc1cccc(CNC2CCN(CCc3ccccc3)CC2)c1 returned HIV peptide binding -1.7%, K1F lysis inhibition 1.4%, GPR55 activation 0.1%, AID2073 10%, GPR55 LPI antagonism 8%, GPR35 arrestin U2OS 18%, Dengue-2 NS5 capping -16%, Siah-1 displacement -6%, NTR1 ag 1.1 and NTR1 ag cell count 20 µM 45.
For Cc1cc(S(=O)(=O)NCC(C)C)ccc1OCC(=O)NC1CC1 the results were HIV peptide binding -1.6%, K1F lysis inhibition 0.0%, GPR55 activation -0.1%, AID2073 -3%, GPR55 LPI antagonism 17%, GPR35 arrestin U2OS -10%, Dengue-2 NS5 capping -2%, Siah-1 displacement 7%, NTR1 ag -1.3 and NTR1 ag cell count 20 µM 56.
For Cc1cc(C(=O)N/N=C/c2ccncc2)c2ccccc2n1 the results were HIV peptide binding -0.5%, K1F lysis inhibition 0.1%, GPR55 activation -0.1%, AID2073 4%, GPR55 LPI antagonism 6%, GPR35 arrestin U2OS 6%, Dengue-2 NS5 capping -5%, Siah-1 displacement 4%, NTR1 ag -0.3 and NTR1 ag cell count 20 µM 93.
For CCN1C(=O)CSC1=Nc1ccc(Cl)c(Cl)c1 the results were HIV peptide binding 0.1%, K1F lysis inhibition 0.0%, GPR55 activation -0.1%, AID2073 1%, GPR55 LPI antagonism 2%, GPR35 arrestin U2OS 2%, Dengue-2 NS5 capping -5%, Siah-1 displacement 6%, NTR1 ag 1.5 and NTR1 ag cell count 20 µM 61.
For CC(=O)c1ccc(NC(=O)COC(=O)c2ccc(F)cc2F)cc1 the results were HIV peptide binding -0.5%, K1F lysis inhibition -0.2%, GPR55 activation -0.1%, AID2073 5%, GPR55 LPI antagonism 4%, GPR35 arrestin U2OS -5%, Dengue-2 NS5 capping 3%, Siah-1 displacement 10%, NTR1 ag -0.3 and NTR1 ag cell count 20 µM 46.
For Cc1cc(C)c(C)c(S(=O)(=O)N2CCN(CC(=O)Nc3sccc3C#N)CC2)c1C the results were HIV peptide binding 0.5%, K1F lysis inhibition 1.3%[50 µM], GPR55 activation 0.2%, AID2073 4%, GPR55 LPI antagonism 1%, GPR35 arrestin U2OS 3%, Dengue-2 NS5 capping -10%, Siah-1 displacement -1%, NTR1 ag 11 and NTR1 ag cell count 20 µM 38.
`O=C(Nc1ccccc1)Nc1ccc2ocnc2c1` gave HIV peptide binding -1.4%, K1F lysis inhibition 4.3%, GPR55 activation 0.1%, AID2073 2%, GPR55 LPI antagonism 0%, GPR35 arrestin U2OS 7%, Dengue-2 NS5 capping -19%, Siah-1 displacement 0%, NTR1 ag -0.1 and NTR1 ag cell count 20 µM 47.
